Bioassay records (PubChem BioAssay)
PNC inhibitor – inhibitors of perinucleolar compartment assembly; PC3M PTB-GFP, PNC prevalence imaging, 16 h; hits give low values; activity change (PNC), negative = inhibition, % at 10 µM; 3.1% of 140,000 active;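 active means readout at or below -70, meaning at least 70% loss of cells showing the perinucleolar compartment, a nuclear body marking cancer cells; inconclusive means readout between -30 and a set limit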;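 further: plate controls were DMSO wells for no effect and camptothecin positive control wells for full effect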
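Read-out is percentage of cells bearing a perinucleolar compartment, from automated 20x imaging of fixed, Hoechst-stained PC3M PTB-GFP cells. Cells were seeded 4 h, then exposed 16 h to compound (23 nl of library stock) in duplicate plates.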
12-hLO inh – blocks human 12-lipoxygenase activity; AID 1452; 0.12% of 150,000 active; purified 12-hLO, xylenol orange hydroperoxide absorbance; Potency, µM (titrated, usually from 57.1 µM), inactives show top-dose activity change, negative = inhibition, usual class: inhibitors; P18054; further: potency means the concentration at half of the fitted maximal effect; nearly all actives have a fitted effect of over 55% in size; many of its hits are not listed in these tables
Target sequence (P18054 whole entry, looked up): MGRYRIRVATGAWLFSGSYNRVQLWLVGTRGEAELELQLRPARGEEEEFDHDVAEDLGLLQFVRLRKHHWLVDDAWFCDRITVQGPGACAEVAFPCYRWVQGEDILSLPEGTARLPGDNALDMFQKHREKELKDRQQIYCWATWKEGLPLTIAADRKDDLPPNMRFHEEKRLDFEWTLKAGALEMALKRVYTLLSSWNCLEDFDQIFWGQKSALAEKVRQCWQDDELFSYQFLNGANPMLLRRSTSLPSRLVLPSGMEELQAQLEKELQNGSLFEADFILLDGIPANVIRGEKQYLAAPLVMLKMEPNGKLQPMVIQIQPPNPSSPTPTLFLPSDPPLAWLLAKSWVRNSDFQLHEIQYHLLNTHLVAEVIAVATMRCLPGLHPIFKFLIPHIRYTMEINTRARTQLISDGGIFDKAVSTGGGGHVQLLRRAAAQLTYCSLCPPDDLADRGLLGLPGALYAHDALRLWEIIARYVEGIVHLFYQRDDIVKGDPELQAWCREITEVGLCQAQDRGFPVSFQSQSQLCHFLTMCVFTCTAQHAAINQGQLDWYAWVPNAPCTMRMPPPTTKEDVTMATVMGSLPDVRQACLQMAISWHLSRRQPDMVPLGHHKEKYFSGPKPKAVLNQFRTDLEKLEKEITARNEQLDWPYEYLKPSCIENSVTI
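150 nM 12hLO, 25 mM Hepes pH 7.0 + 0.01% Triton X-100; cpd preinc 15 min RT; 40 uM arachidonic acid, 30 min RT; Fe-XO 30 min; A573/A405 ratio as read-out.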
IMPase inh – cell-permeable inhibitors of inositol monophosphatase (IMPase). P97697. CHO-M1 cells, IP1 accumulation, HTRF TR-FRET ratio. inhibition (IP1 accumulation), % at 46.1 µM. 120,000 tested, under 10 active; active means well fitted curve in the direction sought with a large enough effect in the signal ratio, not every such curve was filed as active; inconclusive means small, poorly fitted or top-dose-only effect, or a change in a side signal; inactive means no such curve, though single readings can be large or run the other way; the % refers to the signal ratio;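 further: cells stimulated with carbachol in lithium chloride buffer; plate controls were DMSO basal wells for no effect and reference inhibitor wells for full effect; higher means more IMPase inhibition seen as more IP1 and lower FRET ratio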
Target sequence (P97697 whole entry, looked up): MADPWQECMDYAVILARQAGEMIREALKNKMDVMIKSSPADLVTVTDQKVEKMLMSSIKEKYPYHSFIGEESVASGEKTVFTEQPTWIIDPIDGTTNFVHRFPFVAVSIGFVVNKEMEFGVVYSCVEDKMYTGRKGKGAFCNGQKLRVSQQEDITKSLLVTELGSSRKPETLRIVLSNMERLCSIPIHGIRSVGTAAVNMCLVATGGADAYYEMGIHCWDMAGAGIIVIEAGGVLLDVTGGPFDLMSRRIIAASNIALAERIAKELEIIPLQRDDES
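Elevated IP1 in lysates lowers TR-FRET signal (665/620 ratio and 620 channel reported). Cells were CHO-M1, given carbachol (50 uM as added) plus 50mM LiCl, pH 7.4, 30 min, 37C; compounds titrated up to 46 uM; AC50 by Hill equation.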
ALOX15B inhib – 15-hLO-2 (ALOX15B) enzyme inhibition; O15296; purified 15hLO-2, xylenol orange hydroperoxide absorbance; Potency, µM (top dose mostly 57.1 µM), without a hit: top-dose activity change, negative = inhibition, hits mostly inhibitors; 0.56% of 110,000 active; AID 881; further: potency means the concentration at half of the fitted maximal effect; nearly all actives have a fitted effect of over 60% in size; many of its hits are not listed in these tables
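Screening format was qHTS against 50 nM purified 15hLO-2 in Hepes pH 7.5 with detergent. Activity follows hydroperoxide formation from 45 uM arachidonic acid, measured as 573:405 nm absorbance ratio of the ferric-xylenol orange complex.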
An asterisk follows results filed as active; ? = inconclusive; · = not tested or not shown; [ ] = dose if it differs, or a comment. Unless noted, the call rests on the fitted dose curve; in most records, active means well fitted curve in the direction sought with a large enough effect; inconclusive means small, poorly fitted or top-dose-only effect, or another doubt; inactive means no such curve, though single readings can be large; an effect the other way counts as inactive or inconclusive. Unless noted, on the % scale 0 is the no-effect control and ±100 the full control effect. The list is partial, so the mix of outcomes need not match the whole.

A first look (15 entries):
SMILES	PNC inhibitor	12-hLO inh	IMPase inh	ALOX15B inhib
c1ccc2nc3c(cc2c1)CCCCCC3	13	2%	-6	8%
CCN(CC)CCCn1c(C)cc2c(c1=O)C(c1cc(OC)c(OC)cc1OC)C(C#N)=C(N)O2 (stereo not given)	13	4%	9	-1%
CCc1c(C(=O)NN2C(=O)C3CCCCC3C2=O)csc1C (stereo not given)	40	3%	·	·
CCc1nc2sc3c(c2c(=O)n1N)CCC3	13	-6%	-9	2%
CC(C)(C)N(NC(=O)OCc1ccccc1)C(=O)c1ccccc1	-80*	-2%	·	·
COc1cc(NC(=S)N2CCN(C(=O)c3ccco3)CC2)c(OC)cc1Cl	-22	-8%	-13	·
CCOC(=O)COn1c(=O)c(-c2cccs2)[n+]([O-])c2ccccc21	84	-15%	6	-16%
C[C@H](NC(=O)NC1CCCc2ccccc21)C(=O)O (stereo not given in full)	5	-1%	-3	-8%
O=c1c(C(c2nnnn2C2CCCCC2)N2CCCCC2)coc2ccc(Cl)cc12 (stereo not given)	21	-2%	-1	19%
CCCn1cnc2c(SCc3ccc(Cl)cc3)nc(N)nc21	·	-4%[11.4 µM]	·	-7%[11.4 µM]
Cc1ccccc1C(=O)NCCCc1ccccc1	39	3%	·	·
O=C(Cc1c[nH]c2ccccc12)Nc1nc2ccccc2[nH]1	3	-2%	0	37%[activator]
N#Cc1sc2nc3c(c(-c4ccco4)c2c1N)CCCC3	?	-21%	-16	-5%
Cc1cccc(/C=C\c2nc3ccccc3c(=O)[nH]2)c1	?	4%	·	·
CC(C)NC(=O)c1ccc(-n2nc(C(F)(F)F)c3c2CCCC3)cc1	2	-2%	-8	·

The list itself, repeating the preview:
SMILES	PNC inhibitor	12-hLO inh	IMPase inh	ALOX15B inhib
c1ccc2nc3c(cc2c1)CCCCCC3	13	2%	-6	8%
CCN(CC)CCCn1c(C)cc2c(c1=O)C(c1cc(OC)c(OC)cc1OC)C(C#N)=C(N)O2 (stereo not given)	13	4%	9	-1%
CCc1c(C(=O)NN2C(=O)C3CCCCC3C2=O)csc1C (stereo not given)	40	3%	·	·
CCc1nc2sc3c(c2c(=O)n1N)CCC3	13	-6%	-9	2%
CC(C)(C)N(NC(=O)OCc1ccccc1)C(=O)c1ccccc1	-80*	-2%	·	·
COc1cc(NC(=S)N2CCN(C(=O)c3ccco3)CC2)c(OC)cc1Cl	-22	-8%	-13	·
CCOC(=O)COn1c(=O)c(-c2cccs2)[n+]([O-])c2ccccc21	84	-15%	6	-16%
C[C@H](NC(=O)NC1CCCc2ccccc21)C(=O)O (stereo not given in full)	5	-1%	-3	-8%
O=c1c(C(c2nnnn2C2CCCCC2)N2CCCCC2)coc2ccc(Cl)cc12 (stereo not given)	21	-2%	-1	19%
CCCn1cnc2c(SCc3ccc(Cl)cc3)nc(N)nc21	·	-4%[11.4 µM]	·	-7%[11.4 µM]
Cc1ccccc1C(=O)NCCCc1ccccc1	39	3%	·	·
O=C(Cc1c[nH]c2ccccc12)Nc1nc2ccccc2[nH]1	3	-2%	0	37%[activator]
N#Cc1sc2nc3c(c(-c4ccco4)c2c1N)CCCC3	?	-21%	-16	-5%
Cc1cccc(/C=C\c2nc3ccccc3c(=O)[nH]2)c1	?	4%	·	·
CC(C)NC(=O)c1ccc(-n2nc(C(F)(F)F)c3c2CCCC3)cc1	2	-2%	-8	·
CCCn1c(NCc2cc(C)ccc2O)nc2ccccc21	?	0%	16	9%
CC(C)(C)c1cn(-c2ccc(F)cc2)c(=S)[nH]1	?	-8%	?	-13%
COc1ccc(C(=O)N(CC2CCCO2)C(C(=O)NCCC(C)C)c2ccc(C)cc2)cc1OC (stereo not given)	5	0%	·	·
COc1ccccc1OC[C@H](O)CN1CCN(CC(=O)Nc2c(C)cccc2C)CC1	·	3%	4	10%
CC1(C)C(=O)OC(c2cccn2-c2cccc([N+](=O)[O-])c2)C2(CCCCC2)C1=O (stereo not given)	58	1%	-12	·
COc1ccc2[nH]c3ccccc3c2c1	17	-10%	8	-18%
CCOC(=O)C1C(C(=O)OC)=C(c2ccc(F)cc2)c2ccccc2N1S(=O)(=O)C(F)(F)F (stereo not given)	·	2%[0.00818 µM]	·	3%[0.0915 µM]
COc1ccc(N2CCN(C(=O)CCNS(=O)(=O)c3ccc(Br)s3)CC2)cc1	-16	-10%	7	-7%
O=C(Oc1cc(Cl)ccc1Cl)c1ccc(N2CCOCC2)c([N+](=O)[O-])c1	-23	-4%	·	·
O=C(CSCc1c(F)cccc1Cl)NCc1cccnc1	?	6%	·	·

Carrying on:
SMILES	PNC inhibitor	12-hLO inh	IMPase inh	ALOX15B inhib
O=C(O)CCc1ccc(-c2ccccc2)n1NC(=O)c1sc2ccccc2c1Cl	22	-7%	-7	-19%
Cc1cccc(C)c1OCC(O)CNC(C)(C)C (stereo not given)	57	4%	1	4%
COc1ccc(C)cc1N(CC(N)=O)S(=O)(=O)c1ccc(C)cc1	-25	-13%	4	-1%
CCOC(=O)C1(Cc2ccccc2)NC(c2ccccc2F)C2C(=O)N(CC)C(=O)C21 (stereo not given)	-3	-6%	?	-3%
O=C(c1cccc(F)c1)N1CCN(c2ccc([N+](=O)[O-])c(N3CCCCC3)c2)CC1	22	-3%	3	-16%
Cc1[nH]n(-c2ccc(F)cc2)c(=O)c1C=Nc1ccc(S(=O)(=O)N(C)C)cc1	18	2%	·	·
COC(=O)Cc1cnc(NC(=O)C2C3CCC(C3)C2C(=O)O)s1 (stereo not given)	23	3%	-7	-6%
COc1ccc(-n2c(=O)cc(N3CCN(c4ccccc4)CC3)[nH]c2=O)cc1	?	-1%	?	4%
O=C(CCNc1ccc(Cl)cc1)c1cccs1	?	-1%	-20	·
Cn1c(CSCc2ccc(Cl)cc2)nnc1SCC(=O)Nc1nc2ccccc2s1	-21	-3%	-10	-9%
[O-]/[N+](=C\c1ccc(OC(F)F)cc1)c1ccccc1	44	-2%	-3	-12%
CC1(C)CC(=O)C2=C(C1)NC(=O)CC2c1cc(F)ccc1F (stereo not given)	80	1%	-8	-3%
CCOC(=O)CCN(Cc1cccs1)S(=O)(=O)c1ccc(F)cc1	21	5%	9	-1%
Cc1cc(C)c(C)c(C(=O)CSc2nnc(-c3ccc4[nH]c(C)c(C)c4c3)o2)c1C	29	5%	15	·
O=C(C1CCCN1C(=O)c1cccs1)N1CCc2ccccc21 (stereo not given)	-98*	-1%	-2	0%
O=C(Cn1nc(C(F)(F)F)c2c1CCCCC2)N1CCOCC1	?	-6%	6	2%
COc1ccc(-c2nn(CCC(=O)O)cc2/C=C2\SC(N)=NC2=O)cc1OC	-25	-1%	-2	·
CCc1ccc2c(c1)CCCN2C(=O)c1ccccc1C(=O)O	-16	-11%	13	2%
Cc1ccc(C(=O)N2C3C=CC(C3)C2(C(F)(F)F)C(F)(F)F)cc1 (stereo not given)	9	-4%	3	0%
Cc1cc(C(=O)CN2CCCCC2)c(C)n1-c1ccc(F)cc1	?	-1%	-2	·
O=C(NCCN1CCOCC1)c1ccccc1[N+](=O)[O-]	-11	-9%	-1	-7%
COC(=O)c1cn(Cc2c(C)cc(C)cc2C)nn1	78	-1%	·	·
CCOC(=O)N1CCC(NC(=O)c2ccc3c(c2)sc2nc(-c4ccc(OC)cc4)cn23)CC1	0	0%	-15	-4%
O=C(O)C1C2C=CC(C2)C1C(=O)Nc1ccc(C(=O)N2CCCCC2)c(Cl)c1 (stereo not given)	12	-2%	-13	-3%
O=C(CCN1C(=O)c2ccccc2S1(=O)=O)N1CCN(c2ccccc2)CC1	?	-4%	-10	-4%

Following part
SMILES	PNC inhibitor	12-hLO inh	IMPase inh	ALOX15B inhib
COc1ccc(-c2csc(C)n2)cc1	-20	-5%	0	·
CC1=C(C(=O)OC(C)C)C(c2c(O)ccc3ccccc23)NC(=O)N1 (stereo not given)	-13	-4%	4	-3%
COc1ccc(C(=O)NCc2cn3c(C)csc3n2)cc1OC	-100*	5%	1	·
COc1cccc(-c2nnc(SCN3C(=O)c4ccccc4C3=O)n2C)c1	?	2%	·	·
Cc1cc(Cl)ccc1OCC(=O)Oc1c(Cl)c(Cl)c(Cl)c(Cl)c1Cl	·	2%[11.4 µM]	·	-5%[11.4 µM]
O=C(c1ccc(-c2cc3ccccc3oc2=O)cc1)N1CCN(c2ccc(Cl)cc2[N+](=O)[O-])CC1	?	1%	1	·
C=CCn1c(C)cc(C(=O)COc2ncnc3sccc23)c1C	6	-10%	-9	-9%
CC1=NN(C(N)=S)C(=O)C1N=Nc1ccc(C)cc1C (stereo not given)	-14	-18%	-1	-23%
Cc1oc2c(O)c(O)ccc2c(=O)c1-c1cnn(-c2ccccc2)c1	?	?	8	?
Cc1ccc(-c2csc3ncn(CC(=O)N4CCOCC4)c(=O)c23)cc1C	-4	-4%	-1	6%
O=C(c1cnccn1)N1CCC[C@@]2(CCN(Cc3ccccc3)C2)C1	·	1%	·	1%
Cn1cc(S(=O)(=O)CC(=O)Nc2ccc(Br)cc2)c2ccccc21	?	-10%	0	4%
CC(C)CC(C(=O)OCC(=O)Nc1cccc(Cl)c1)N1C(=O)C2CC=CCC2C1=O (stereo not given)	-1	-4%	3	·
Cc1nn(Cc2c(F)c(F)c(F)c(F)c2F)c(C)c1NC(=O)c1ccc(COc2ccccc2Cl)cc1	?	-3%	4	12%
COc1ccc(-c2nc(NC(=O)c3cc(C(C)(C)C)nn3C)sc2C)cc1	-14	?	21	35%[activator]
N#CC1=C(N)NC(SCC(=O)O)=C(C#N)C12CCCC2	40	-9%	-8	-1%
CC1(C)[C@@H](O)CC[C@]2(C)[C@H]3C(=O)C=C4[C@@H]5C[C@@](C)(C(=O)O)CC[C@]5(C)CC[C@@]4(C)[C@]3(C)CC[C@@H]12	74	-3%[0.00818 µM]	·	-26%[0.0915 µM]
O=C(Nc1ccc(-c2csc(-c3ccccc3)n2)cc1)c1ccccc1	77	-1%	5	-13%
C=CCOC(=O)CC(NC(=O)c1ccccc1)c1ccccc1 (stereo not given)	-24	-4%	2	4%
Cc1noc(C)c1C(=O)NC1CCCc2ccccc21 (stereo not given)	-24	2%	7	2%
Cc1sc(NC(=O)c2ccco2)nc1-c1ccccc1	?	0%	4	6%
CCN1C(=O)C2(C(C#N)=C(N)Oc3n[nH]c(COC)c32)c2ccccc21 (stereo not given)	-6	-2%	0	2%
Cc1nc(N2CCC(C)CC2)c2oc3ccccc3c2n1	4	-13%	12	24%
O=S(=O)(c1cccc(-c2nc3n(n2)Cc2ccccc2-3)c1)N1CCCC1	?	-1%	5	5%
COc1ccc(CCCn2ncc3c2nc(N)n2nc(-c4ccco4)nc32)cc1	·	1%[0.00818 µM]	·	-3%[0.0915 µM]

(cont.)
SMILES	PNC inhibitor	12-hLO inh	IMPase inh	ALOX15B inhib
Cc1ccc(NC(=O)N2CCC(C(=O)NCc3ccccc3)CC2)cc1	296	2%	-10	·
O=C(CCN1CCCC1)Nc1ccccc1	?	0%	0	-1%
C=CCn1c(=O)c2ccccc2n2c(SCC(=O)NCc3cccs3)nnc12	-14	0%	13	1%
CCCCC(=O)NCCNc1nc2c(c(=O)n(C)c(=O)n2C)n1Cc1ccc(F)cc1	-16	-4%	-1	0%
O=C(COc1cccc2ccccc12)NNC(=O)Nc1ccccc1	?	1%	-2	-21%
CCCCNc1c(NC(C)=O)c(=O)oc2ccccc12	?	1%	1	·
CC(C)(C)c1ccc(OCC(=O)NNC(=O)Cc2cccs2)cc1	10	-6%	?	0%
CCc1c(C(=O)NNC(=S)NCC2CCCO2)csc1C (stereo not given)	?	0%	·	·
CCOC(=O)c1oc2ccccc2c1NC(=O)c1cc(OC)cc(OC)c1	43	-1%	6	-3%
COC(=O)c1ccc(OCC(=O)c2ccc(C)c(C)c2)cc1	?	-4%	·	·
